# BAZ2B inh: qHTS Assay for Inhibitors of BAZ2B | Potency, µM (series often up to 114 µM), inactives show at the top dose activity change, negative = inhibition, actives largely listed as inhibitors | AlphaScreen BAZ2B-H3K14Ac peptide displacement | 360,000 tested, 4.4% active | Bromodomain adjacent to zinc finger domain protein 2B (Homo sapiens), Q9UIF8; also: potency is read from the fitted curve at half-maximal effect; % is scaled to controls: 0 for no effect and ±100 for the full control effect; nearly all actives have a fitted effect of over 60% in size
#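 Complex of BAZ2B and biotin-H3K14Ac (50 nM apiece) forms over 30 min at RT, then faces library compounds up to 110 uM for another 30 min; AlphaScreen beads added, 20 min dark incubation, luminescence read.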
# HP1b binding inh: HTS for Inhibitors of HP1-beta Chromodomain Interactions with Methylated Histone Tails. Potency, µM (titrated, usually from 114 µM), without a hit: at the highest dose activity change, negative = inhibition, hits mostly inhibitors. 390,000 tested, 0.56% active. AID 540317, 2011. Chromobox protein homolog 1 (Homo sapiens), P83916. AlphaScreen HP1-beta / biotin-H3K9me3 peptide binding; also: potency is read from the fitted curve at half-maximal effect; nearly all actives have a fitted effect of over 70% in size; inactives centre near 23
#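 AlphaScreen: HP1-beta (50 nM) preformed 30 min with biotin-H3(1-18)K9me3 peptide (50 nM) in PBS pH 7.4, 0.01% Tween-20. Compound added for 30 min at RT, then streptavidin donor/nickel chelate acceptor beads (10 ug/mL) for 30 min.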
# G9a block: qHTS Assay for Inhibitors of Histone Lysine Methyltransferase G9a; Potency, µM (doses to about 102 µM), inactives show at the highest dose activity, negative = inhibition, most hits filed as inhibitors; G9a H3K9 monomethylation, AlphaScreen, 2 h; 350,000 tested, 8.8% active; also: potency is read from the fitted curve at half-maximal effect; % is scaled to controls: 0 for no effect and ±100 for the full control effect; nearly all actives have a fitted effect of over 75% in size
#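 Methyltransferase reactions run at room temperature for 2 h (20 nM enzyme, 500 nM biotin-H3K9 peptide, 20 uM SAM) after a 15 min compound preincubation; product detected by AlphaScreen beads and anti-H3K9me1 antibody.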
# PI4K2A block: qHTS for small molecular inhibitors of PI4K2A; purified PI4K2A, ADP-Glo luminescence, 1 h; hits give low values; activity change, negative = inhibition, % at 76.9 µM; 420,000 tested, 0.13% active; AID 1346378, 2018; in the data active = activity change below about -50%; inconclusive = mostly about -30% to -49%;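 also: -100% = wells without enzyme as full effect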
#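 PI4K2A activity was measured by ADP-Glo luminescence: enzyme (4 ug/mL stock) and phosphatidylinositol (1.2 mM stock) in Tris pH 7.5/MgCl2/EGTA/Triton X-100 buffer were reacted with ATP (300 microM stock) for one hour at ambient temperature.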
# ALOX12 inh: Primary qHTS assay for inhibitors of human arachidonate 12S-lipoxygenase (ALOX12): Round 2; purified 12hLO, xylenol orange hydroperoxide absorbance; Potency, µM (highest dose often 108 µM), for inactives: top-dose activity change, negative = inhibition, hits mostly inhibitors; 580,000 tested, 1.1% active; also: potency is read from the fitted curve at half-maximal effect; % is scaled to controls: 0 for no effect and ±100 for the full control effect
#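 Hydroperoxide product was detected by ferrous iron/xylenol orange as the 573 to 405 nm absorbance ratio. Arachidonic acid at 40 uM (final) was turned over for 30 min at room temperature by 150 nM human 12hLO, pH 7.0 Hepes buffer, after 15 min compound preincubation.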
# JMJD2A Tudor inh: qHTS Assay for Inhibitors of JMJD2A-Tudor Domain | AID 504339, 2011 | 390,000 tested, 4.4% active | AlphaScreen JMJD2A-Tudor / H3K4me3 peptide binding | Potency, µM (highest dose often 114 µM), for the others: at the highest dose activity change, negative = inhibition, most hits filed as inhibitors; also: potency is read from the fitted curve at half-maximal effect; % is scaled to controls: 0 for no effect and ±100 for the full control effect; nearly all actives have a fitted effect of over 50% in size
# GLS inh: qHTS for Inhibitors of Glutaminase (GLS); AID 624170, 2012; GLS enzymatic activity, qHTS titration; 410,000 tested, 0.21% active; Glutaminase kidney isoform, mitochondrial (Homo sapiens), O94925; Potency, µM (doses to about 45.5 µM), for inactives: top-dose activity change, negative = inhibition, most hits filed as inhibitors; also: potency is read from the fitted curve at half-maximal effect; % is scaled to controls: 0 for no effect and ±100 for the full control effect
# Target sequence (O94925 whole entry, looked up, canonical isoform): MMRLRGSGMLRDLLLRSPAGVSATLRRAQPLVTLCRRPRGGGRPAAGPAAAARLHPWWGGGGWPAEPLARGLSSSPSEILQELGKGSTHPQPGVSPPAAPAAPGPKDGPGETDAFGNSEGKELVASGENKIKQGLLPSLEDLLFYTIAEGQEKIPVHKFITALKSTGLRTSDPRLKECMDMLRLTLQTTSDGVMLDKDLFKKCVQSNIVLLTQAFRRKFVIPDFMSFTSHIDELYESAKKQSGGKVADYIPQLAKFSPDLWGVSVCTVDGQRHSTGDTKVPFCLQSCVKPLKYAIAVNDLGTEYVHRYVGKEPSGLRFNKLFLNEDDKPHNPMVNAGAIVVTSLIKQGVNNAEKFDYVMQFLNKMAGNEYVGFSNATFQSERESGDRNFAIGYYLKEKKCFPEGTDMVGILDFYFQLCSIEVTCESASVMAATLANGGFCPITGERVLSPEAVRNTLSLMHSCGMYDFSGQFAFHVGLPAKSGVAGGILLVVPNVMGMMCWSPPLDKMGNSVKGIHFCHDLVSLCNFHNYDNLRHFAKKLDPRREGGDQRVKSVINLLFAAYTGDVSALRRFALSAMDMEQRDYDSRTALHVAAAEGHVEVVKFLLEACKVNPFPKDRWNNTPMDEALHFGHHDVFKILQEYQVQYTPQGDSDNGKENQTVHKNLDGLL
#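 Enzyme dispensed in phosphate buffer (45 mM, pH 8.2, 0.02% Tween-20), compounds pinned in, then 1 mM L-glutamine solution and the glutamate oxidase–HRP–Amplex Red mix added; fluorescence read immediately and again after 30 min at room temperature.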
# RGS4 inh: Inhibitors of Regulator of G Protein Signaling (RGS) 4: qHTS; Regulator of G-protein signaling 4 (Homo sapiens), P49798; Potency, µM (titrated, usually from 114 µM), without a hit: at the highest dose activity change, negative = inhibition, most hits filed as inhibitors; AID 504845, 2011; Transcreener GDP fluorescence polarization, RGS4-accelerated GTP hydrolysis; 390,000 tested, 0.039% active; also: potency is read from the fitted curve at half-maximal effect; % is scaled to controls: 0 for no effect and ±100 for the full control effect; nearly all actives have a fitted effect of over 75% in size; some results filed as inactive show a strong effect at the top dose
# Target sequence (P49798 whole entry, looked up): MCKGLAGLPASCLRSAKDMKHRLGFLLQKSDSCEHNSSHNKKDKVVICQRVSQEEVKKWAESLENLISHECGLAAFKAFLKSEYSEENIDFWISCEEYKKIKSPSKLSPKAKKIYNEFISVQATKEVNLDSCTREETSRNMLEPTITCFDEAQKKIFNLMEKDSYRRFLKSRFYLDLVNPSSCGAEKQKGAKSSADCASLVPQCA
#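 MLSMR compounds (23 nl, pin-transferred) preincubated 10 min at room temperature with a 500nM (2x) first reagent, then RGS4 at 900nM (2x) plus Transcreener GDP mix added; fluorescence polarization (620/688 nm) read before and after 90 min at 30 °C.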
# ERG Ets-DNA blk: qHTS for Small Molecule Inhibitors of the ERG Ets/DNA interaction; Transcriptional regulator ERG (Homo sapiens), P11308; fluorescence polarization, His-ERG Ets domain / labelled DNA; Potency, µM (series often up to 76.9 µM), inactives show top-dose FP activity, negative = inhibition, actives largely listed as inhibitors; 370,000 tested, 0.028% active; AID 624246, 2012; active = well fitted inhibition curve with a large enough effect in the polarisation, with a control signal flat; inconclusive = small, poorly fitted or top-dose-only effect, or effect the other way, or a change in a side signal; inactive = no such curve, though single readings can be large or run the other way; the % refers to the polarisation;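 also: polarization taken with two DNA probes labelled with fluorescein and Texas red; potency is read from the fitted curve at half-maximal effect; % of control where 0% means no effect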
#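 His-tagged ERG Ets domain (1 uM in the protein solution; 300mM KCl, 50mM Tris-HCl, 1mM EDTA, 1mM DTT, pH 7.5) received compound, then a probe mix of 5 nM fluorescein-DNA and 100nM Texas-615-DNA. Fluorescence polarization was read for both dyes.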
# * hit, by the source's call; ? = inconclusive; . = not tested or not shown; & = joins results of further samples; [ ] = dose if it differs, or a comment. Unless noted, calls follow the shape of the dose curve; as a rule, active = well fitted curve in the direction sought with a large enough effect; inconclusive = small, poorly fitted or top-dose-only effect, or another doubt; inactive = no such curve, though single readings can be large; an effect the other way counts as inactive or inconclusive. An excerpt; the hit share may differ from the screen's.
item | BAZ2B inh | JMJD2A Tudor inh | G9a block | ERG Ets-DNA blk | HP1b binding inh | GLS inh | PI4K2A block | ALOX12 inh | RGS4 inh | canonical_smiles
1 | -19% | -5% | -4% | 4% | 46%[activator] | 6% | -1 | 12% | -1% | O=C(Nc1ccc(S(=O)(=O)NC2=NCCCCC2)cc1)c1ccc(C(F)(F)F)cc1
2 | -7% | -7% | 14%[12.7 µM] | -2% | 61%[activator] | -3% | -4 | -21% | -28% | Cc1cc(C)c2nc(NC(=O)C3CSC4(C)CCC(=O)N34)sc2c1 (configuration not stated)
3 | -6% | ? | ? | 1% | 29% | -17% | -7 | -26% | -10% | O=C(O)c1ccc(COc2c(F)c(F)c(F)c(F)c2F)o1
4 | -36% | -16% | ? | -13% | -8% | -1% | 7 | -11% | -47% | CN1CC2=Cc3ccccc3OC23Oc2ccccc2C=C3C1
5 | 56µM* | ? | ? | -9% | ? | -22% | 3 | 25µM* | -38% | C/C(=N\NC(=S)Nc1ccc(C)cc1)c1cc2ccccc2o1
6 | -8% | -33% | -30%[59 µM] | 1% | 17% | 0% | -1 | 11% | 5% | CC(C)(C)[C@H]1C=C(C(=O)N2CCN(Cc3ccc4c(c3)OCO4)CC2)O[C@@H](OCCCCO)C1
7 | 5% | -25% | 3%[59 µM] | 10% | 38% | 10% | 2 | 0% | -6% | Cc1nc(CSc2nc3[nH]ncc3c(=O)n2-c2ccccc2)cs1
8 | . | -6% | . | -1% | 35%[activator] | 3% | 2 | -1% | 21% | O=C(O)C1CC2CCC1CC2 (configuration not stated)
9 | ? | -14% | ? | 1% | 18% | -3% | 3 | ? | 19% | Cc1ccc(NC(=O)CN(C)C(=O)CCC(=O)c2cccs2)cc1
10 | -8% | -6% | 13%[59 µM] | 5% | 54%[activator] | 11% | 2 | 14% | -15% | CCn1c(=N)n(CC(=O)c2ccc(OC)cc2)c2ccccc21
11 | -20% | -10% | 4% | -7% | 31% | 4% | -5 | 10% | 18% | COCCNC(=O)C(c1ccc(F)cc1)N(C(=O)CCC(=O)Nc1nccs1)c1ccc(C)cc1 (configuration not stated)
12 | 4% | 2% | -10%[59 µM] | -25% | 40%[activator] | -10% | -1 | -1% | -11% | CSc1nc(NC(C)=O)nc(C)c1Br
13 | . | -2% | . | -6% | 27%[57 µM] | -13% | 0 | ? | -28% | COC(=O)C1CCN(C(=O)C2CC(=O)N(c3ccc(C)c(Cl)c3)C2)CC1 (configuration not stated)
14 | -7% | -13% | . | -3% | 27% | -1% | -2 | 3% | -17% | O=C(O)CN=CC1=C(O)CC(c2ccccc2)CC1=O (configuration not stated)
15 | -15% | -22% | -34%[59 µM] | 5% | 10% | -3% | 1 | 68%&-5% | -2% | COCCNC(=O)c1ccc2c(c1)N=C(C)c1cc(C)ccc1S2
16 | 46%[activator] | 52%[activator] | 3%[59 µM] | -3% | 98%[activator] | 2% | 3 | 0% | 8% | Cc1cc(C)cc(NC(=O)COC(=O)CCC2CCCC2)c1
17 | -11% | -32% | -26% | . | 8% | -3% | -3 | -21% | -5% | CC(C)(C)c1ccc(C(=O)Nc2cccc([N+](=O)[O-])c2)cc1
18 | 0% | -13% | -9%[59 µM] | -11% | 14% | -8% | -3 | 0% | -13% | CCOc1ccccc1C(=O)NC1CC2CCCC(C1)N2Cc1ccccc1 (configuration not stated)
19 | -26% | ? | -8%[59 µM] | 7% | ? | 7% | -2 | -18% | -33% | O=C(Nc1ncccn1)c1cc(-c2cccc(Br)c2)nc2ccccc12
20 | -27% | -14% | 12%[2.33 µM] | 3% | 13% | 1% | 7 | 0% | -28% | CCOC(=O)c1[nH]c(C)c(C(=O)N(C)Cc2ccccc2)c1C
21 | 5µM* | 18µM* | 1.4µM* | 27% | 7.9µM* | 11µM* | -9 | . | ? | O=c1c2c([N+](=O)[O-])cc([N+](=O)[O-])cc2sn1-c1ccc(Br)cc1
22 | 91%[activator] | 68%[activator] | 4%[12.7 µM] | 11% | 138% | 4% | 4 | -19% | -31% | CCC(=O)n1nc(-c2ccccc2)nc1NCc1ccccc1
23 | -7% | -8% | -28%[59 µM] | 2% | 26% | -2% | -2 | -15% | 30% | Cc1ccc(-n2nc3c(=O)n(CC(=O)NCC(C)c4ccccc4)nc(C)c3c2C)cc1 (configuration not stated)
24 | -2% | -19% | 13%[12.7 µM] | -9% | 33% | -4% | 8 | 13% | 9% | COc1ccccc1C(=O)Nc1ccc(OCC(=O)N2CCCCC2C)cc1 (configuration not stated)
25 | ? | -12% | -7% | 12% | 15% | 4% | -1 | 2% | 2% | CC1CN(C(=O)c2ccc(NS(=O)(=O)c3ccc(F)c(F)c3)cc2)CC(C)O1 (configuration not stated)
26 | -1% | 1% | -15%[59 µM] | -16% | 30% | -6% | 0 | -12% | -29% | COc1ccc(C(C)=O)cc1COC(=O)CNC(=O)c1ccc(F)cc1
27 | -16% | -23% | -6% | -5% | 0% | -3% | 0 | -5% | 6% | CCOC(=O)c1c(S(=O)(=O)N2CCN(Cc3ccccc3)CC2)c(C)n(C)c1C
28 | 32µM* | 18µM* | ? | -7% | ? | -4% | 3 | ? | -38% | Cc1nccn1CC(O)COC1CCCCC1 (configuration not stated)
29 | ? | -34% | ? | 7% | 25% | 15% | 3 | -25% | -5% | C(=N\N1CCN(c2ccccn2)CC1)/C1=C(N2CCOCC2)C(=C/c2ccccc2)/CC1
30 | -14% | -14% | ? | 5% | 31% | 2% | 1 | -4% | -8% | Cc1cccc(N=CC=C2OC(C)(C)C(C)(C)O2)c1
31 | 1% | 3% | ? | -5% | 53%[activator] | 3% | 4 | -4% | 2% | COc1ccc2c(c1)c1c(c(=O)n(Cc3ccccc3)c(=O)n1CC(=O)Nc1c(C)cccc1C)n2C
32 | -9% | -7% | . | -4% | -16% | 5% | 4 | 181%[activator] | -14% | CC(C)(C)C(=O)NNC(=O)c1cc2sccc2s1
33 | 102%[activator] | 163%[activator] | ? | -6% | 373% | -2% | 3 | 27% | -40% | Cc1ccc2cc(C#N)c(N3CCCC3)nc2c1C
34 | -31% | -17% | 6% | 3% | 31% | -24% | -2 | -14% | -19% | Cc1ccc2nc3c(cc(C(=O)NCc4ccco4)c(=N)n3Cc3ccco3)c(=O)n2c1
35 | -30% | -5%[57.1 µM] | ? | -1% | 69%[activator] | -1% | -8 | ? | -10%[56.9 µM] | Cc1ccc(CC2SC(=O)NC2=O)cc1Cl (configuration not stated)
36 | 3% | 1% | 5%[59 µM] | 1% | -6% | 22% | -10 | -7% | 29% | Cc1cccc(N/C=C/c2onc(C)c2[N+](=O)[O-])c1
37 | -3% | -6% | ? | -5% | 25% | 2% | 4 | 8% | 2% | CC(Sc1ccccn1)C(=O)Nc1ccc(S(N)(=O)=O)cc1 (configuration not stated)
38 | 4% | -3% | 21% | -2% | 18% | 15% | 7 | -2% | -8% | Cc1ccc(S(=O)(=O)NNC(=O)C2CCCCC2)cc1
39 | ? | ? | 50µM* | -7% | 2% | 6% | 10 | -6% | -12% | O=C1N(Cc2cccc(Cl)c2)C[C@@H]2C[C@@H](c3cccn3-c3cccnc3)N3CCC[C@@]123
40 | -1% | -6% | . | -13% | 25% | -15% | 0 | ? | -5% | COc1cccc(CN2CCNC(=O)C2CC(=O)NCC(C)(C)N2CCOCC2)c1OC (configuration not stated)
41 | -1% | 1% | 22%[0.501 µM] | -6% | 59%[activator] | -2% | 0 | 6% | -15% | O=C(Nc1nccs1)c1ccc(COc2c(F)c(F)cc(F)c2F)cc1
